Screening data as filed in PubChem BioAssay.
Pin1 inh = qHTS Assay to Find Inhibitors of Pin1. Pin1 FP peptide displacement, HiFluor488, 10 min. Potency, µM (doses to about 115 µM), for the others: top-dose activity, negative = inhibition, most hits filed as inhibitors. 390,000 tested, 0.009% active; active = well fitted inhibition curve with a large enough effect in the polarisation, with a control signal flat, not every such curve was filed as active; inconclusive = small, poorly fitted or top-dose-only effect, or effect the other way, or a change in a side signal; inactive = no such curve, though single readings can be large or run the other way; the % refers to the polarisation; note: % is set by controls: 0 for no effect and ±100 for the full control effect
Target sequence (Q13526 whole entry, looked up): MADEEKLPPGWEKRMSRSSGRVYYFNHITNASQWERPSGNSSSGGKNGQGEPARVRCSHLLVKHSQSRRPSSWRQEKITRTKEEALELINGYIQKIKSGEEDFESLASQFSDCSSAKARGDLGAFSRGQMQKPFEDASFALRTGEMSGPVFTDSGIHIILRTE
Tb PGK inh = qHTS Assay to Find Inhibitors of Phosphoglycerate Kinase. PGK/GAPDH coupled, Kinase-Glo luminescence, 60 min. 380,000 tested, 0.043% active. Phosphoglycerate kinase, glycosomal (Trypanosoma brucei brucei), P07378. Potency, µM (doses to about 57.5 µM), for inactives: at the highest dose activity change, negative = inhibition, hits mostly inhibitors; note: % is set by controls: 0 for no effect and ±100 for the full control effect; nearly all actives have a fitted effect of over 60% in size
Target sequence (P07378 whole entry, looked up): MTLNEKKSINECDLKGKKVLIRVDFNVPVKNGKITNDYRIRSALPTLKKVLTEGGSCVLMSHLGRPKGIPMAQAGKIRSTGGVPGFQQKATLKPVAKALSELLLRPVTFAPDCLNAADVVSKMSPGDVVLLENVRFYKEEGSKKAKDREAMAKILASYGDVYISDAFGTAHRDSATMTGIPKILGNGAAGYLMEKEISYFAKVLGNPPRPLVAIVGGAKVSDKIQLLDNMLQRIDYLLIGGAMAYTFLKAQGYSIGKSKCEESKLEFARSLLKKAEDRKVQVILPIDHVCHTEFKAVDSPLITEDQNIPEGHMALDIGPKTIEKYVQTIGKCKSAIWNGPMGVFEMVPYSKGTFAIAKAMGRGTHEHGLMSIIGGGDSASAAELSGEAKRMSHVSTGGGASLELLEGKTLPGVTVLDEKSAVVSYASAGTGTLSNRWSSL
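Luminescent ATP detection (Kinase-Glo Plus) follows a 60-minute room-temperature incubation, with wells lacking PGK as controls. Buffer: 100 mM TEA (pH 7.6), 5 mM MgCl2, 0.01% Tween-20. Coupling enzyme GAPDH (100 nM final) supplies unstable 1,3-BPG in-well.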
Pol iota inh = qHTS for Inhibitors of Polymerase Iota; 390,000 tested, 1% active; Pol iota fluorescent replication assay, 10 min; Potency, µM (series often up to 115 µM), without a hit: at the top dose activity, negative = inhibition, usual class: inhibitors; AID 588590, 2011
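Pol iota at 10 nM preincubated 15 min with compounds at room temperature; reaction started with fluorescent substrate, 50 nM final. Fluorescence read kinetically at 0 and 10 min; buffer-only wells as negative control.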
G9a block = qHTS Assay for Inhibitors of Histone Lysine Methyltransferase G9a | Histone-lysine N-methyltransferase EHMT2 (Homo sapiens), Q96KQ7 | G9a H3K9 monomethylation, AlphaScreen, 2 h | Potency, µM (series often up to 102 µM), for the others: at the top dose activity, negative = inhibition, most hits filed as inhibitors | 350,000 tested, 8.8% active; note: % is set by controls: 0 for no effect and ±100 for the full control effect; nearly all actives have a fitted effect of over 75% in size
Target sequence (Q96KQ7 913-1193 limits assumed): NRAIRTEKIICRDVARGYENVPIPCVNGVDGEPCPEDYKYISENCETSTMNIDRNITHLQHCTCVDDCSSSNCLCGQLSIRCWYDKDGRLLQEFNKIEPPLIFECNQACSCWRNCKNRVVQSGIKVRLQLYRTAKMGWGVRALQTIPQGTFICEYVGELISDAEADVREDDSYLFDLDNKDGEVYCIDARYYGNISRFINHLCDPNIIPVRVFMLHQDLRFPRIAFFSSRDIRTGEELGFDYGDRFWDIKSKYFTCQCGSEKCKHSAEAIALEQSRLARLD
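Step 1: enzyme (final 20 nM) with compound, 15 min RT. Step 2: substrate peptide 500 nM and SAM 20 uM, 2 h RT. Step 3: anti-H3K9me1 antibody and AlphaScreen beads, 10 min, then plate read.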
BAZ2B block = qHTS Assay for Inhibitors of BAZ2B. AlphaScreen BAZ2B-H3K14Ac peptide displacement. Potency, µM (doses to about 114 µM), for the others: at the highest dose activity change, negative = inhibition, hits mostly inhibitors. 360,000 tested, 4.4% active; note: % is set by controls: 0 for no effect and ±100 for the full control effect; nearly all actives have a fitted effect of over 60% in size
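BAZ2B (50 nM) with biotin-H3(5-23)K14Ac peptide (50 nM) in PBS pH 7.4, 0.01% Tween-20, preformed 30 min, then compound 30 min at room temperature; top concentration 110uM. AlphaScreen streptavidin donor/nickel chelate acceptor beads (10 ug/mL final), 20 min dark, signal read.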
GLS inhibitor = qHTS for Inhibitors of Glutaminase (GLS) | 410,000 tested, 0.21% active | GLS enzymatic activity, qHTS titration | Glutaminase kidney isoform, mitochondrial (Homo sapiens), O94925 | Potency, µM (top dose mostly 45.5 µM), for the others: at the top dose activity change, negative = inhibition, hits mostly inhibitors; note: % is set by controls: 0 for no effect and ±100 for the full control effect
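Human kidney-isoform GLS in 45 mM KH2PO4 pH 8.2, 0.02% Tween-20, with compound, started with 1mM L-Glutamine (added stock). Glutamate oxidase/HRP/Amplex red coupled fluorescence read at start and after 30 min at RT.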
JMJD2A Tudor = qHTS Assay for Inhibitors of JMJD2A-Tudor Domain | AlphaScreen JMJD2A-Tudor / H3K4me3 peptide binding | Potency, µM (series often up to 114 µM), for inactives: at the highest dose activity change, negative = inhibition, actives largely listed as inhibitors | 390,000 tested, 4.4% active; note: % is set by controls: 0 for no effect and ±100 for the full control effect; nearly all actives have a fitted effect of over 50% in size
BLM inh = qHTS Assay for Inhibitors of Bloom's syndrome helicase (BLM). RecQ-like DNA helicase BLM (Homo sapiens), P54132. recombinant BLM DNA unwinding, fluorescence dequenching. Potency, µM (highest dose often 56.1 µM), inactives show top-dose activity change, negative = inhibition, usual class: inhibitors. 350,000 tested, 0.2% active;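 note: plate controls were vehicle for no effect and no enzyme for full effect; nearly all actives have a fitted effect of over 35% in size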
HP1b chromo inh = HTS for Inhibitors of HP1-beta Chromodomain Interactions with Methylated Histone Tails | Chromobox protein homolog 1 (Homo sapiens), P83916 | AlphaScreen HP1-beta / biotin-H3K9me3 peptide binding | Potency, µM (top dose mostly 114 µM), for inactives: top-dose activity change, negative = inhibition, hits mostly inhibitors | 390,000 tested, 0.56% active | AID 540317, 2011; note: nearly all actives have a fitted effect of over 70% in size; inactives centre near 23
Target sequence (P83916 whole entry, looked up): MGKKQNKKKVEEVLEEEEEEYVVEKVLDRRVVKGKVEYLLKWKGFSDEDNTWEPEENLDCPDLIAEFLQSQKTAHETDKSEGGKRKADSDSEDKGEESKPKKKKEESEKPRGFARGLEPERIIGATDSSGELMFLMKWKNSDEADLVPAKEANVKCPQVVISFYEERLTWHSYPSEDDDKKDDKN
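Compound inhibition of the preformed complex between 50 nM HP1-beta and 50 nM biotinylated H3K9me3 peptide was read by AlphaScreen. Buffer was PBS pH 7.4 with 0.01% Tween-20. Incubations ran 30 min at room temperature, with 10 ug/mL donor/acceptor beads.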
An asterisk follows results filed as active; i = inactive; ? = inconclusive; nt = no result given; & = joins results of further samples; [ ] = another dose, or the depositor's remark. Unless noted, calls come from the whole dose curve; as a rule, active = well fitted curve in the direction sought with a large enough effect; inconclusive = small, poorly fitted or top-dose-only effect, or another doubt; inactive = no such curve, though single readings can be large; an effect the other way counts as inactive or inconclusive. Potency is the fitted concentration of half-maximal effect.

The first 2 compounds as a preview:
SMILES	Pin1 inh	Tb PGK inh	Pol iota inh	G9a block	BAZ2B block	GLS inhibitor	JMJD2A Tudor	BLM inh	HP1b chromo inh
CCCc1cc(=O)oc2c(C)c3c(cc12)CN(CCc1ccc(Cl)cc1)CO3	-7%	-8%	?	3%[59 µM]	-9%	18%	-23%	-4%	44%[activator]
CCOn1c(=O)c(-c2ccc(F)cc2)[n+]([O-])c2ccccc21	-4%	-8%	6%	-21%	-3%	-2%	-9%	-2%	36%

The whole of this part, previewed entries included:
SMILES	Pin1 inh	Tb PGK inh	Pol iota inh	G9a block	BAZ2B block	GLS inhibitor	JMJD2A Tudor	BLM inh	HP1b chromo inh
CCCc1cc(=O)oc2c(C)c3c(cc12)CN(CCc1ccc(Cl)cc1)CO3	-7%	-8%	?	3%[59 µM]	-9%	18%	-23%	-4%	44%[activator]
CCOn1c(=O)c(-c2ccc(F)cc2)[n+]([O-])c2ccccc21	-4%	-8%	6%	-21%	-3%	-2%	-9%	-2%	36%
CC(NS(=O)(=O)c1ccccc1)C(N)=O (configuration not stated)	0%	3%	9%	-2%[12.7 µM]	-1%	-2%	-1%	-3%	21%
Cc1ccc(C)c(S(=O)(=O)NC(CC(C)C)C(=O)O)c1 (configuration not stated)	4%	-3%	34%[activator]	-40%[59 µM]	-39%	3%	-5%	2%	30%
CN(CC(=O)NC(=O)NCc1ccccc1)Cc1cccc(Cl)c1Cl	5%	0%	-7%	-12%[59 µM]	2%	-6%	25%	-2%	57%[activator]
O=C(Nc1nc2ccccc2s1)C1=NN(c2ccccc2)C(=O)CC1	-5%	-4%	4%	13%[59 µM]	-3%	-1%	-17%	-4%	31%
Cc1cc(C)c(S(=O)(=O)Nc2cnc3ccccc3c2)c(C)c1	-1%	-4%	?	-10%	-12%	1%	-25%	-3%	-22%
Cc1cc(Cl)c(S(=O)(=O)Nc2ccc(S(=O)(=O)N3CCOCC3)cc2)cc1OCC(N)=O	6%	i	25%	nt	6%	-3%	6%	1%	51%[activator]
O=C(O)CCN1CCN(S(=O)(=O)c2ccc3ccccc3c2)CC1	2%	-5%	-5%	-8%	-14%	10%	-7%	-4%	41%[activator]
O=C1CCCN2N=C(SCC(=O)Nc3ccccc3C(F)(F)F)SC2=N1	-8%	-2%	17%	19%	56µM*	7%	?	-3%	?
O=[N+]([O-])c1ccc(CSC2=NCCN2)cc1	-2%	-4%	26%	nt	4%	0%	2%	-6%	46%[activator]
O=C(O)C1=C[C@H](c2coc3ccccc3c2=O)C[C@H](OCc2ccc(CO)cc2)O1	0%	-10%	7%	25%[59 µM]	1%	6%	-3%	2%	58%[activator]
Cc1ccc(Nc2cc(C(=O)NC3CCCC3)c3ccccc3n2)c(C)c1	-3%	-3%	-15%	-4%[59 µM]	nt	-3%	-21%	0%	12%
CC(C)(O)c1cc2ccc(C#CCCN3C(=O)c4ccccc4C3=O)cc2c(=O)o1	-1%	3%	-16%	nt	nt	1%	-16%	nt	30%
CNS(=O)(=O)c1cccc(C(=O)NNC(=O)c2ccc(COc3ccccc3)cc2)c1	4%	0%	31%[activator]	11%	0%	14%	-21%	0%	4%
COc1ccc(-c2cc(N)n(CCC#N)n2)c(OC)c1	0%	-10%	33%[activator]	20%	-5%	13%	-12%	-5%	4%
COc1ccc(NC2=CC(=O)N(C)C2=O)cc1	-4%	-4%	193%[activator]	-23%[59 µM]	-13%	0%	-15%	1%	32%
CN(C)C(CNC(=O)CNC(=O)c1ccc2ccccc2c1)c1ccccc1 (configuration not stated)	0%	i	53%[activator]	2%	-3%	-5%	-13%	-8%	0%
Cc1ccc(O)c(NC(=S)NC(=O)C(C)C)c1	-3%	4%	28%	?	-20%	20µM*	-12%	-6%	-17%
COc1ccc(C2N(c3cc(C)on3)C(=O)C3CCCN32)cc1OC (configuration not stated)	2%	-2%	4%	?	?	-7%	20µM*	-3%	-17%
COc1cccc(C(=O)NN/C(C)=C/C(=O)C(F)(F)C(F)(F)C(F)(F)F)c1	-8%	-8%	202%[activator]	31%[59 µM]	12%	-17%	?	-3%	-12%
COC(=O)N/N=C/c1cn(CCOc2ccccc2)c2ccccc12	2%	-3%	28%	5%[59 µM]	?	-8%	-35%	-9%	-9%
COCc1[nH]nc2c1C(c1ccccc1Cl)C(C#N)=C(N)O2 (configuration not stated)	?	0%	?	9%[12.7 µM]	7%	17%	-1%	-6%	41%[activator]
COCCCNC(=O)Cn1c(=O)n(CCCCCC(=O)NCc2ccc3c(c2)OCO3)c(=O)c2sccc21	-13%	-6%	30%[activator]	16%	-2%	-21%	-12%	2%	10%
CCCCOC(=O)c1[nH]c(C)c(C(=O)OC)c1C	-4%	0%	-6%	-33%	-7%	-10%	-11%	-6%	-29%

Remaining list, next part
SMILES	Pin1 inh	Tb PGK inh	Pol iota inh	G9a block	BAZ2B block	GLS inhibitor	JMJD2A Tudor	BLM inh	HP1b chromo inh
CCn1c(SCC(=O)Nc2c(C#N)cnn2-c2ccccc2)nnc1-c1cccs1	-2%	-7%	85%[activator]	?	-14%	-9%	-7%	-2%	20%
CCC(COC(=O)Nc1cccc(C)c1C)NC(=O)OCC(C)C (configuration not stated)	-4%	2%	1%[58.9 µM]	5%[59 µM]	15%	-3%	0%	-3%	15%
COc1ccc2c(c1)c1c(c(=O)n(-c3ccc(F)c(Cl)c3)c(=O)n1CC(N)=O)n2C	-1%	-5%	20%	0%[59 µM]	-8%	1%	3%	-6%	39%
Cc1cc(C)cc(OCC(=O)Nc2ccc(-n3cnnn3)cc2)c1	76%[activator]	0%	32µM*	-38%[12.7 µM]	-2%	-9%	-10%	nt	50%[activator]
Cc1ccc(N(CN2C(=O)c3ccccc3C2=O)C(=O)c2ccc([N+](=O)[O-])cc2[N+](=O)[O-])cc1	-4%	1%	26%	?	?	0%	?	-6%	-10%
Cc1[nH]nc(SCC(=O)Nc2ccc(C#N)cc2)c1[N+](=O)[O-]	0%	-2%	2%	35µM*	-7%	-4%	-11%	3%	22%
Cn1c(=O)c2cc(C(=O)N3CCN(c4cccc(C(F)(F)F)c4)CC3)sc2c2ccccc21	-1%	-2%	13%	-2%[59 µM]	nt	-4%	-23%	-4%	4%
COc1ccc(Cn2cc(C(=O)c3ccc(Cl)cc3)c(=O)c3cc4c(cc32)OCO4)cc1	43%[activator]	7%	17%	-30%[59 µM]	-37%	6%	-25%	-5%	17%
CN(Cc1nc2ccccc2s1)C(=O)c1ccc(F)cc1	-7%	i	-5%	-9%	3%	-15%	8%	-3%	32%
COc1ccc(CCN=C(N)NS(=O)(=O)c2cc(F)ccc2F)cc1	6%	i	40%[activator]	23%	-11%	9%	-16%	-6%	25%
CC(CCc1ccccc1)NC(=O)CN1CCSc2ccccc21 (configuration not stated)	-2%	i	111%[activator]	32µM*	?	-3%	56µM*	-4%	79µM*
CCOP(=O)(c1ccccc1)C(O)c1ccc(Br)cc1 (configuration not stated)	6%	3%	61%[activator]	-14%[59 µM]	10%	6%	8%	-2%	20%[57 µM]
COc1ccccc1CN1CCN(S(=O)(=O)c2ccccc2)CC1	?	0%	19%	?	32µM*	-1%	40µM*	-3%	?
O=c1oc2ccccc2n1Cc1ccccc1	-3%	-10%	5%	10%	-12%	0%	20%	-7%	37%
O=C(COc1ncnc2ccc(Br)cc12)NC1CCCC1	1%	-2%	16%	?	-5%	6%	-3%	nt	20%
CS(=O)(=O)N1CCC(C(=O)Nc2cc(C(F)(F)F)ccc2Cl)CC1	-2%	nt	28%	-34%[12.7 µM]	4%	9%	-12%	-16%	27%
CCOc1ccccc1CN1CCN(Cc2ccc3cc(F)ccc3n2)CC1CCO (configuration not stated)	5%	2%	42%	79µM*	-31%	1%	-14%	2%	36%
CN(C)S(=O)(=O)c1cccc(NC(=O)COC(=O)CNC(=O)c2ccccc2F)c1	1%	-4%	28%	7%	-1%	2%	-11%	0%	25%
Cn1c(CCN2CCCCC2)nc2cc(NC(=O)COc3ccc([N+](=O)[O-])cc3)ccc21	-5%	-6%	22%	?	-6%	-1%	-12%	-7%	19%
Nc1nc(-c2cccs2)cs1	-1%	4%[11.5 µM]	6%	79µM*	-38%	35%[activator]	-24%	-6%	11%
CC(C)N(C(=O)[C@H]1C[C@H](CC(=O)NCCCN(C)C)C(=O)N2CCc3c([nH]c4cc(-c5ccco5)ccc34)[C@]12C)C(C)C	-1%	i	12%	nt	nt	-6%	?	nt	-13%
CC(=O)c1ccc(N2CCN(S(=O)(=O)c3cc4[nH]c(=O)c(=O)[nH]c4cc3C)CC2)cc1	?	5%&-18%	?	-14%	?	-15%&-8%	-15%&-19%	-11%&-10%	25%&13%
O=C(NCc1cccnc1)c1cccc2c1C(=O)N(C1CCCCC1)C2	-3%	-7%	?	?	-23%	13%	-35%	-4%	9%
Cc1ccc(NC(=O)C(SCC(=O)O)c2ccccc2)cc1C (configuration not stated)	3%	-2%	12%	22%[59 µM]	13%	-9%	-7%	5%	51%[activator]
Cc1ncc([N+](=O)[O-])n1CC(=O)NCCc1ccccc1	-10%	0%	9%	-7%[12.7 µM]	2%	0%	-10%	-1%	30%
Cc1ccc(CN2CCSc3ccc(C(=O)NCc4ccco4)cc32)cc1	-11%	0%	21%	71µM*	-18%	8%	-32%	-14%	-9%
CCc1sc(N(C(=O)Cc2ccccc2)c2ccc(F)cc2)nc1-c1ccccc1	2%	7%	14%	12%[59 µM]	9%	11%	-6%	-5%	7%
Cc1ccc(CNC(=O)COc2ccc3c(c2)CCC3)cc1	0%	i	-10%	27%[59 µM]	10%	-2%	-9%	-2%	33%
O=C(NC1CCS(=O)(=O)C1)c1cc(-c2ccccc2)nc2ccccc12 (configuration not stated)	1%	i	24%	9%	-13%	-6%	-11%	-2%	5%

An excerpt; rates above refer to the full screens.
